# Source: PubChem
# PHOSPHO1 inh: PubChem AID 1565; inhibition, % at 13.3 µM; 1.1% of 290,000 active; Phosphoethanolamine/phosphocholine phosphatase (Homo sapiens), Q8TCT1; recombinant PHOSPHO1, absorbance phosphatase assay; in the data active = inhibition above about 60%
# Target sequence (Q8TCT1 whole entry, looked up): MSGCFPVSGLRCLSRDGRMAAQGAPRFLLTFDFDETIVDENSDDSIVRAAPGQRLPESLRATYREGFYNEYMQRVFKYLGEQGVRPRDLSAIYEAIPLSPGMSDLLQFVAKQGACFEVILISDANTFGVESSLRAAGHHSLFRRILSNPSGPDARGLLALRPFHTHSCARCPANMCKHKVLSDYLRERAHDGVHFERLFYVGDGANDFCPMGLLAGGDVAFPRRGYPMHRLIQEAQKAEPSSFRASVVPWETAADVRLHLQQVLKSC
# OXTR agonist: human OXTR agonists, primary screen, fluorescence, CHO-OTR cells, Fluo-8 calcium | Fluo-8 calcium fluorescence; normalized: DMSO 0%, oxytocin 100% | activation, % at 3 µM | 0.32% of 320,000 active | AID 2435, 2010;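 active = activation above the mean of all tested compounds plus 3 SD, cutoff set per screening run, cut at about 20% in these data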;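 note: peak over basal fluorescence ratio from a 100 s FLIPR kinetic read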
# Target sequence (P30559 whole entry, looked up): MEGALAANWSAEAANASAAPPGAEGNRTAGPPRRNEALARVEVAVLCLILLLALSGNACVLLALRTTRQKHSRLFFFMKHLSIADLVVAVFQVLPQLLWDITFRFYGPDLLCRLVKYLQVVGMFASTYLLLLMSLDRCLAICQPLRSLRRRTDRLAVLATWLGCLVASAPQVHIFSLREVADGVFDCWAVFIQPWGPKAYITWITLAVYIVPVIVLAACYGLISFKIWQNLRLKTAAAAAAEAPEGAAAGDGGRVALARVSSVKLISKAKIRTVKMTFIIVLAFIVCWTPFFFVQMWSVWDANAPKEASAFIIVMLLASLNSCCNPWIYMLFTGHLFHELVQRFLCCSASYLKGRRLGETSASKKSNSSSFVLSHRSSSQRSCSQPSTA
# GalR3 antagonist: GalR3 antagonists in HEK293 cells, primary screen, cell-based, fluorescence readout. Galanin receptor type 3 (Homo sapiens), O60755. HEK293 GalR3-CNG cAMP membrane potential fluorescence; galR3 body fused to GalR1 C-terminus. inhibition, % at 3 µM. 0.44% of 360,000 active. AID 651719, 2012;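 active = inhibition above the screen-wide average plus 3 SD, cut at about 13% in these data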;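 note: forskolin and galanin both at EC90 stimulate the cells; cAMP rise reported by CNG channel membrane potential dye signal; 0% = forskolin plus galanin with DMSO and 100% = forskolin alone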
# Target sequence (O60755 1-299 limits assumed): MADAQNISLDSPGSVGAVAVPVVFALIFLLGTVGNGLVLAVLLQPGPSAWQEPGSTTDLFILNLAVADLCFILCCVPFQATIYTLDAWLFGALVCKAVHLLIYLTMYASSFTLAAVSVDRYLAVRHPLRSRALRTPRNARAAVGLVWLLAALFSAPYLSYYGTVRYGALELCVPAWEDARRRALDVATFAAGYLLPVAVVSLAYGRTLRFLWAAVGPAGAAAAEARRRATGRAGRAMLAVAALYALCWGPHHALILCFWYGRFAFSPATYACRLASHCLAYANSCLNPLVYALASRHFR
# NALP1 inh: NALP1 inflammasome inhibitors in reconstituted yeast, colorimetric, S. cerevisiae, triplicate retest; AID 2071, 2009; inhibition, % at 10 µM; S. cerevisiae NALP1/ASC/caspase-1 growth, X-gal OD620, 72 h; 0.61% of 280,000 active; in the data active = inhibition mostly above about 24%, no sharp cut-off; inactive = mostly below about 32%; note: some compounds called inactive have numbers as strong as hits
# GPR7 antagonist: GPR7 receptor antagonists, primary screen, cell-based, fluorescence, single concentration; 1.1% of 290,000 active; inhibition, % at 4.4 µM; Neuropeptides B/W receptor type 1 (Homo sapiens), P48145; GPR7-expressing cells, fluorescence antagonist assay; in the data active = inhibition above about 16%, passing the limit was not always enough;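 note: cells stimulated with the agonist NPW; 0% = agonist with vehicle and 100% = vehicle without agonist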
# V1R ag counter: agonists of human V1a receptor, primary screen, counter-screen for OXTR agonist project, fluorescence, CHO-V1R cells; Fluo-8 calcium fluorescence, agonist mode; 0% DMSO, 100% 3 nM vasopressin; activation, % at 3 µM; 0.25% of 320,000 active; AID 2797, 2010;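 active = activation above the mean activation of all tested compounds plus 3 SD, per screening run, cut at about 20% in these data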;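 note: signal is peak over basal fluorescence ratio across a 100 second FLIPR read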
# An asterisk follows results filed as active; nt = not tested or not shown.
SMILES,PHOSPHO1 inh,OXTR agonist,GalR3 antagonist,NALP1 inh,GPR7 antagonist,V1R ag counter
Cc1cc(OCC(=O)Nc2c(C)n(C)n(-c3ccccc3)c2=O)c2c3c(c(=O)oc2c1)CCC3,14.4,nt,nt,4.7,nt,nt
Oc1cc(O)cc(/C=C/c2ccc(O)cc2O)c1,nt,0.7,nt,nt,nt,0.3
COc1ccc2c(c1)[C@@]13CCC=C[C@H]1[C@@H](C2)NCC3,nt,1.0,nt,nt,nt,0.8
COC(=O)C1=C(c2ccc(C(C)=O)cc2)C[C@@H]2CC[C@H]1N2C(=O)N1CCCCC1,nt,0.0,nt,nt,nt,0.3
CO[C@H]1CC=C2CCN3CCC4=C(CC(=O)OC4)[C@]23C1,nt,0.7,nt,nt,nt,0.0
Cc1cc(O)c2c(c1)C(=O)C13C(=C2O)C(=O)[C@H]2[C@@H](O)[C@@H]1[C@H]1[C@H](O)[C@@H]3C(=O)C3=C(O)c4c(O)cc(C)cc4C(=O)C312 (some centres not stated),nt,0.6,nt,nt,nt,0.1
NN=C(N)N,nt,0.5,nt,nt,nt,0.4
CCCNC(=O)N1[C@H]2CC[C@@H]1C(C(=O)OC)=C(c1ccc(F)cc1OCc1ccccc1)C2,nt,-1.9,nt,nt,nt,-1.4
NC(N)=Nc1ccc2[nH]c3c(c2c1)C[C@@]1(O)[C@H]2Cc4ccc(O)c5c4[C@@]1(CCN2CC1CC1)[C@H]3O5,nt,-0.3,nt,nt,nt,0.8
COC(=O)C1=C(c2ccc3ccccc3c2)C[C@@H]2CC[C@H]1N2C(=O)N1CCCC1,nt,-1.5,nt,nt,nt,0.3
COC(=O)C1=C(c2ccc(F)cc2OCc2ccccc2)C[C@@H]2CC[C@H]1N2C(=O)N1CCC(O)CC1,nt,-1.9,nt,nt,nt,-0.9
COC(=O)C1=C(c2ccc(OCc3ccccc3)cc2)C[C@@H]2CC[C@H]1N2C(=O)NC1CCN(Cc2ccccc2)CC1,nt,14.8,nt,nt,nt,6.7
COC(=O)C1=C(c2ccc(F)cc2F)C[C@@H]2CC[C@H]1N2C(=O)NC(C)C,nt,0.2,nt,nt,nt,0.8
COC(=O)C1=C(c2ccc(Cl)c(C(F)(F)F)c2)C[C@@H]2CC[C@H]1N2C(=O)NCCOc1ccccc1Cl,nt,0.8,nt,nt,nt,2.0
C=C[C@H]1CN2CC[C@H]1C[C@H]2[C@H](O)c1ccnc2ccccc12,nt,0.7,nt,nt,nt,0.2
O=[N+]([O-])c1ccc(N2CCNCC2)c2ncccc12,-2.2,nt,nt,37.4,3.0,nt
CCOC(=O)[C@]12Cc3cc(OC)c(OC)cc3[C@H]1N(Cc1ccccc1)C(=O)c1ccccc12,nt,nt,-5.3,nt,nt,nt
CC12C=CC(=O)C=C1CCC1C2C(O)CC2(C)C1CCC2(C)O (configuration not stated),nt,nt,-5.1,nt,nt,nt
CCOC(=O)[C@]12Cc3cc(Cl)ccc3[C@H]1N(C)C(=O)c1ccccc12,nt,nt,-4.5,nt,nt,nt
O=[N+]([O-])/C=C/c1c(Cl)cccc1Cl,nt,nt,-3.5,nt,nt,nt
C=CCN1Cc2ccccc2-n2nncc2C1,nt,nt,-5.3,nt,nt,nt
COc1ccc(-c2ccc3c(c2)CN(C(=O)NC2CCCCC2)Cc2cnnn2-3)cc1,nt,nt,-7.5,nt,nt,nt
COc1ccc(NP2(=O)OCC(C)(N)CO2)cc1 (configuration not stated),nt,nt,2.8,nt,nt,nt
CCOC(=O)[C@]12Cc3cc(Cl)ccc3[C@H]1N(Cc1ccccc1)C(=O)c1ccccc12,nt,nt,-9.7,nt,nt,nt
Cc1cccc(NP2(=O)NCCCN2)c1,nt,nt,-2.5,nt,nt,nt
CC(=CCOc1ccc2ccc(=O)oc2c1)C1=CC(=O)C(C)(C)O1,nt,nt,0.9,nt,nt,nt
CCC1(CC(C)C)C(=O)NC(=S)NC1=O,nt,nt,-3.4,nt,nt,nt
CC(C)c1ccc(C(c2c(O)c3ccccc3oc2=O)c2c(O)c3ccccc3oc2=O)cc1,nt,nt,0.8,nt,nt,nt
O=C1NCN(c2ccccc2)C12CCN(C(c1ccnc3ccccc13)c1nnnn1C1CCCCC1)CC2 (configuration not stated),nt,nt,-5.6,nt,nt,nt
COCCCNP1(=O)OCC(C)([N+](=O)[O-])CO1 (configuration not stated),nt,nt,-6.4,nt,nt,nt
O=P(Oc1ccccc1)(N1CCOCC1)N1CCOCC1,nt,nt,-3.5,nt,nt,nt
Brc1ccc2c(c1)CN(CC1CCCCC1)Cc1cnnn1-2,nt,nt,-6.8,nt,nt,nt
O=P(Oc1ccccc1)(Oc1ccccc1)N1CCOCC1,nt,nt,-3.0,nt,nt,nt
COc1ccc(-n2nnnc2C(CCc2ccccc2)N2CCC(n3c(=O)[nH]c4ccccc43)CC2)cc1 (configuration not stated),nt,nt,-5.2,nt,nt,nt
O=C1NC(=O)N(Cc2ccccc2)C(=O)C1Cc1ccccc1 (configuration not stated),nt,nt,-4.8,nt,nt,nt
N#CC1c2ccccc2-n2nncc2CN1S(=O)(=O)c1ccccc1 (configuration not stated),nt,nt,3.9,nt,nt,nt
Fc1cccc(-c2ccc3c(c2)CN(c2cccc(Cl)c2)Cc2cnnn2-3)c1,nt,nt,-2.2,nt,nt,nt
COc1ccc(OC(=O)N(C)C[C@@H]2OCc3cnnn3CCCC(=O)N([C@@H](C)CO)C[C@@H]2C)cc1,nt,nt,-4.2,nt,nt,nt
CC[C@H]1CN2CCC1C[C@@H]2[C@H](O)c1ccnc2ccc(OC)cc12 (some centres not stated),nt,nt,-4.3,nt,nt,nt
NC(Cc1ccccc1)c1csc(Nc2ccccn2)n1 (configuration not stated),nt,nt,-6.9,nt,nt,nt
CC12CCC3C(CCC4(O)CC(O)CCC34C=O)C1(O)CCC2C1=CC(=O)OC1 (configuration not stated),nt,nt,17.8*,nt,nt,nt
COc1ccccc1C=C1C(=O)NC(=S)NC1=O,nt,nt,-1.7,nt,nt,nt
CN1C(=O)C(Cc2ccccc2)C(=O)N(C)C1=O,nt,nt,-1.2,nt,nt,nt
CC(=O)OC(C)(C)/C=C/C(=O)C(C)(O)C1C(O)CC2(C)C3CC=C4C(CC(O)C(=O)C4(C)C)C3(C)C(=O)CC12C (configuration not stated),nt,nt,-4.8,nt,nt,nt
CCC(c1nnnn1C1CCCC1)N1CCC2(CC1)C(=O)NCN2c1ccccc1 (configuration not stated),nt,nt,-5.4,nt,nt,nt
CC1(CCO)C(=O)NC(=S)NC1=O,nt,nt,1.0,nt,nt,nt
O=S1c2ccccc2-c2ccccc21,nt,nt,-5.5,nt,nt,nt
CCC1(CCC(C)C)C(=O)NC(=S)NC1=O,nt,nt,-6.2,nt,nt,nt
CC(=O)N1Cc2cnnn2-c2ccccc2C1(C#N)Cc1ccccc1 (configuration not stated),nt,nt,-2.7,nt,nt,nt
O=S(=O)(c1ccc(Cl)cc1)N1Cc2ccccc2-n2nncc2C1,nt,nt,-0.8,nt,nt,nt
CC(C)C[C@@H]1COc2cc(N3CCN(C)CC3)ccc2S(=O)(=O)N1,nt,nt,-7.0,nt,nt,nt
CC1NC(=O)NC(=O)C1Br (configuration not stated),nt,nt,-5.6,nt,nt,nt
CCC(c1nnnn1-c1ccc2c(c1)OCCO2)N1CCC(n2c(=O)[nH]c3ccccc32)CC1 (configuration not stated),nt,nt,-1.2,nt,nt,nt
NC(=O)c1cc([N+](=O)[O-])cc([N+](=O)[O-])c1,nt,nt,-3.7,nt,nt,nt
CC(=O)C1CCC2C3CCC4CC(O)CCC4(C)C3C(=O)CC12C (configuration not stated),nt,nt,-3.4,nt,nt,nt
C=CCNC(=S)N1Cc2ccccc2-n2nncc2C1,nt,nt,-7.5,nt,nt,nt
COc1ccc(/C=C/C=C2C(=O)NC(=S)NC2=O)cc1,nt,nt,-6.7,nt,nt,nt
O=C(CCCc1ccc(N(CCCl)CCCl)cc1)NCc1ccccc1,nt,nt,-5.9,nt,nt,nt
CCOC(=O)C1(c2ccccc2)CCN(CC(O)c2ccc(NC(C)=O)cc2)CC1 (configuration not stated),nt,nt,-7.1,nt,nt,nt
O=[N+]([O-])c1nccn1CC(O)CN1CC1 (configuration not stated),nt,nt,-4.2,nt,nt,nt

# Given with values under each structure: entries from further up.
# Results follow in this order: PHOSPHO1 inh, OXTR agonist, GalR3 antagonist, NALP1 inh, GPR7 antagonist, V1R ag counter
CCC(c1nnnn1-c1ccc2c(c1)OCCO2)N1CCC(n2c(=O)[nH]c3ccccc32)CC1 (configuration not stated)
  nt, nt, -1.2, nt, nt, nt
NC(=O)c1cc([N+](=O)[O-])cc([N+](=O)[O-])c1
  nt, nt, -3.7, nt, nt, nt
CC(=O)C1CCC2C3CCC4CC(O)CCC4(C)C3C(=O)CC12C (configuration not stated)
  nt, nt, -3.4, nt, nt, nt
C=CCNC(=S)N1Cc2ccccc2-n2nncc2C1
  nt, nt, -7.5, nt, nt, nt
COc1ccc(/C=C/C=C2C(=O)NC(=S)NC2=O)cc1
  nt, nt, -6.7, nt, nt, nt
O=C(CCCc1ccc(N(CCCl)CCCl)cc1)NCc1ccccc1
  nt, nt, -5.9, nt, nt, nt

# (more compounds)
SMILES,PHOSPHO1 inh,OXTR agonist,GalR3 antagonist,NALP1 inh,GPR7 antagonist,V1R ag counter
C[N+](C)(C)CC1CCCC(C[N+](C)(C)C)C1=O (configuration not stated),nt,nt,-2.9,nt,nt,nt
O=C(CCN1CC2CCC(CC2)C1)c1cccs1,nt,nt,-1.2,nt,nt,nt
COc1ccc(C(c2nnnn2-c2ccc(OC)cc2)N2CCC(n3c(=O)[nH]c4ccccc43)CC2)cc1 (configuration not stated),nt,nt,-5.3,nt,nt,nt
C=CCC1(Cc2ccsc2)C(=O)NC(=O)NC1=O,nt,nt,-1.8,nt,nt,nt
OC(CNCc1ccccc1)c1ccc(Cl)cc1 (configuration not stated),nt,nt,-6.9,nt,nt,nt
CCC12CCN(CC3(O)CC3)C(Cc3ccc(O)cc31)C2(C)C (configuration not stated),nt,nt,-3.7,nt,nt,nt
O=C(NCC1=C(c2cccc3ccccc23)C[C@@H]2CC[C@H]1N2Cc1ccco1)c1ccc([N+](=O)[O-])cc1,nt,nt,-2.5,nt,nt,nt
CC(C)(C)n1nnnc1C(CCc1ccccc1)N1CCC(n2c(=O)[nH]c3ccccc32)CC1 (configuration not stated),nt,nt,-6.3,nt,nt,nt
CC1=CC(C)CC(C)OC(=O)CC(c2ccc(O)cc2)NC(=O)C(Cc2c(Br)[nH]c3ccccc23)N(C)C(=O)C(C)NC(=O)C(C)C1 (configuration not stated),nt,nt,-2.4,nt,nt,nt
CC12CC1(C)C(=O)N(c1cc(Cl)cc(Cl)c1)C2=O (configuration not stated),nt,nt,-4.0,nt,nt,nt
Cc1ccc(CN2Cc3ccc(Br)cc3-n3nncc3C2)cc1,nt,nt,-8.6,nt,nt,nt
Nc1cc(C(=O)Nc2ccccc2F)ccc1N1CC2CC(C1)c1cccc(=O)n1C2 (configuration not stated),nt,nt,-1.6,nt,nt,nt
COc1ccc(NC(=O)N2Cc3ccccc3-n3nncc3C2)cc1,nt,nt,-5.0,nt,nt,nt
Cc1ccc(-n2c(=S)[nH]c3ccc(C)cc3c2=O)cc1,nt,nt,-5.5,nt,nt,nt
CCOC(=O)c1cccc(C2=C(CNC(=O)c3cccnc3)[C@H]3CC[C@@H](C2)N3Cc2ccccc2)c1,nt,nt,-2.5,nt,nt,nt
CCOC(=O)[C@]12Cc3ccc4ccccc4c3[C@H]1N(Cc1ccccc1)C(=O)c1ccccc12,nt,nt,-3.5,nt,nt,nt
c1ccc2c(c1)cc1ccc3cccc4ccc2c1c34,nt,nt,-1.1,nt,nt,nt
Cc1ccc2n1Cc1cnnn1-c1ccccc1-2,nt,nt,-4.0,nt,nt,nt
CN1CN(c2ccccc2)C2(CCN(CCCSc3ccccc3NC(=O)/C=C/c3ccccc3)CC2)C1=O,nt,nt,-4.6,nt,nt,nt
CC[C@H](C)[C@@H]1NC(=O)CNC(=O)c2csc(n2)[C@H](C(C)(C)O)OC(=O)C(C)(C)[C@H](CCCC(C)(Cl)Cl)OC(=O)c2csc1n2,nt,nt,-2.6,nt,nt,nt
COC1=C[C@@H]2[C@@H]3Cc4ccc(OC)c(O)c4[C@]2(CCN3C)CC1=O,nt,nt,-2.8,nt,nt,nt

# This is a subset. The share of hits here may be higher or lower than overall.
